mcGAS RapidFire: blocks mouse cGAS cGAMP production; hit rate 0.18% among 130,000; recombinant mouse cGAS, cGAMP by RapidFire MS; AID 1259397; inhibition, % at 12.5 µM; Q8C6L5;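 active means inhibition of cGAS enzyme activity at or above 60%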;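 further: enzyme stimulated by 45 bp dsDNA with ATP and GTP substrates; cGAMP share of summed cGAMP plus half ATP and half GTP signals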
Target sequence (Q8C6L5 whole entry, looked up): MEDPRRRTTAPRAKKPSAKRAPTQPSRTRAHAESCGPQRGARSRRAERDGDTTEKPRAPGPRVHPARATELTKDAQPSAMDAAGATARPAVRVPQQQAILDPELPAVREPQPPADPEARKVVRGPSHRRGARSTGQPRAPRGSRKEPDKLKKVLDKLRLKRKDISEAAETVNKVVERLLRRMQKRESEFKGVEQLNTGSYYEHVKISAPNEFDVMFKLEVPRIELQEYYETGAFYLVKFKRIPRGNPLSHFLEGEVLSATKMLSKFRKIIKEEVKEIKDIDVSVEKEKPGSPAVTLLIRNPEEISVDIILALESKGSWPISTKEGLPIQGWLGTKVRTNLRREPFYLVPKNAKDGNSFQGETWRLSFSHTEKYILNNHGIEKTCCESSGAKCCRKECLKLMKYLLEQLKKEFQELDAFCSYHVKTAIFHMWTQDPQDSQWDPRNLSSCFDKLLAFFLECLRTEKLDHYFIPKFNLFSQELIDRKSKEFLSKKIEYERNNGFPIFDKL
An asterisk follows results filed as active; & = joins results of further samples. Not all compounds are listed (hit frequency here may not be typical).

Compound	mcGAS RapidFire
COc1ccc(C(CNS(=O)(=O)CCC2CCCO2)N2CCCC2)cc1 (stereo not given)	-4.7
COCOc1cccc(CN2CCC2(C)C(=O)NCc2cccc3ccccc23)c1 (stereo not given)	-11.6
COc1ccccc1Cn1c(C)c(C(=O)NCc2ccccc2)sc1=O	-8.4
O=C1CCCN1CC1CCCN(c2nc3nonc3nc2N2CCCCCC2)C1 (stereo not given)	-5.5
CC1(C(=O)Nc2cccc(NS(C)(=O)=O)c2)CCN1Cc1c(F)cccc1F (stereo not given)	-7.6
CC(C)N1C(=O)COCc2ccc(-c3cnn(C)c3)cc21	-7.1
Cc1cn2c3c(=O)n(CCN4CCCCC4)c(=O)n(C)c3nc2n1Cc1ccco1	-1.1
Cc1ccc(=O)n(CC(=O)N2Cc3cnc(C(C)(C)C)nc3C2)n1	-29.3
CCOc1ccc(CCCC(=O)N2CCCC2c2nonc2C)cc1C (stereo not given)	-13.2
COc1ccc(C2=N/C(=C\C(C)=C\c3ccccc3)C(=O)O2)cc1	-13.4

3 compounds out of the list above, sorted by their value in mcGAS RapidFire, rising:
SMILES | mcGAS RapidFire
CCOc1ccc(CCCC(=O)N2CCCC2c2nonc2C)cc1C (stereo not given) | -13.2
COCOc1cccc(CN2CCC2(C)C(=O)NCc2cccc3ccccc23)c1 (stereo not given) | -11.6
CC(C)N1C(=O)COCc2ccc(-c3cnn(C)c3)cc21 | -7.1

Further entries follow:
Compound	mcGAS RapidFire
Cc1cn2c3c(=O)n(CCc4ccccc4)c(=O)n(C)c3nc2n1CC(C)C	1.5
O=c1[nH]c(=S)[nH]c2c1cnn2Cc1ccc(F)cc1	-22.0
CCCCC(=O)N(Cc1ccc(-c2ccccc2-c2nn[nH]n2)cc1)C(C(=O)O)C(C)C (stereo not given)	6.3
CC(c1ccccn1)N(C)C(=O)CN1CCOC1=O (stereo not given)	-9.7
CC(=O)NNC(=S)NC1CC2CCC1C2 (stereo not given)	-2.1
Cn1ccnc1Sc1ccccc1[N+](=O)[O-]	-6.3
Cc1cc(C)c(S(=O)(=O)N2CCN(CC(=O)NC3CCCCC3)CC2)c(C)c1	8.4
COc1cccc(CC2(CO)CCN(c3ccc(C(C)=O)cn3)CC2)c1	-14.4
CCOc1ccc(NC(=O)NCCS(=O)(=O)c2c(C)n(Cc3ccccc3)c3ccccc23)cc1	-5.1
Cc1nn(Cc2ccccc2Cl)c2sc(C(=O)N(CC(N)=O)c3ccccc3)cc12	-4.1
Nc1cc(=O)[nH]c(SCC(=O)NC(=O)NC2CCS(=O)(=O)C2)n1 (stereo not given)	-6.1
Cc1sc2c(c1C)CN(CC1CCCO1)CN2C(=O)c1ccco1 (stereo not given)	3.0
CCCCOC(=O)N1CCCC(c2nn(C)c(=O)n2CC)C1 (stereo not given)	-14.8
CSCCn1c(C)c(C#N)c(=O)[nH]c1=O	-2.8
CN(C)CCCNc1cc(C(F)(F)F)c(C#N)c2nc3ccccc3n12	0.9
Cc1cccc(NC(=O)CCC2CCN(C(=O)CCOc3ccccc3)CC2)c1	2.3
C=C(CC=NNc1nc(C)cc(=O)[nH]1)CCC=C(C)C	-10.5
CNC(=O)c1ccc(S(=O)(=O)Nc2c(C)cc(C)cc2C)cc1	-1.5
COc1ccc(N2C(=O)CSC2c2cc3c(cc2Br)OCO3)cc1 (stereo not given)	-9.7
O=C(Nc1ccc2c(c1)OCO2)c1ccc(CN2CCOCC2)cc1	0.1
CCOC(=O)N1CCN(C2CCCN(C(=O)CC3CCCC3)C2)CC1 (stereo not given)	-7.6&-4.6
Cc1cc(C(F)(F)F)c(C#N)c(SCc2nnsc2Cl)n1	-4.8
CN(C)c1ccc(CN(CC(F)(F)F)C(=O)Cn2cnnn2)cc1	1.5
Cc1cccc(C)c1OCC(=O)NCCSCC(C)(C)O	-4.8
Cc1sc(=NC(=O)c2ccccc2F)n(CC(=O)NCCN(C)C)c1C	-2.4
CCOCCCN1C(=O)c2ccccc2C1Nc1ccc(C(=O)NOCC)cc1 (stereo not given)	-8.3
O=C(Nc1ccc(SCc2cccnc2)nn1)c1ccco1	0.3
CCc1ccc(CN(C)Cc2nc(COc3ccccc3)no2)nc1	-1.4
Cc1cc(SCc2n[nH]c(=S)o2)nc(N2CCCC2)n1	-3.5
CCC1CN(Cc2c(C)cc(O)cc2C)CCN1C(C)C (stereo not given)	-8.6
O=C(NCCc1ccccc1)N1CCCCC1CCn1cccn1 (stereo not given)	-2.2
O=C(Nc1ccc(F)cc1)N1CCN(Cc2ccc3c(c2)CCO3)CC1	-7.7
COCCN1CCC(CN2CCN(c3ncnc(C)c3C)CC2)CC1	-9.2
CCC(C)(C)C(=O)Nc1nc2c(s1)C(=O)CC(C)(C)C2	-30.8
Cn1c(=O)n(CCC(=O)Nc2cc(Cl)cc(Cl)c2)c2ccccc21	2.3
CCOc1cc(CN2CCCn3cccc3C2c2ccc([N+](=O)[O-])cc2)ccc1O (stereo not given)	-1.3
C=C(Br)CSc1nc2nc(C)c(C)c(C)n2n1	-5.5
CCOC(=O)C1(CCOC)CCN(Cc2cnn(-c3cccc(Cl)c3)c2)CC1	-5.7
Cc1nn(C)c(Cl)c1C(=O)N(C)Cc1ccc(Cl)s1	-7.1
C=C(C)Cn1c(SCC(O)CCl)nc2c1c(=O)[nH]c(=O)n2C (stereo not given)	-2.2
Cc1cc(NC(=O)CN2CC(C)CC(C)C2)no1 (stereo not given)	-4.6
CC(C)NCC(O)Cn1c2ccc(Cl)cc2c2cc(Cl)ccc21 (stereo not given)	-9.7
CSc1nccc(NCC2CNCCO2)n1 (stereo not given)	-8.1
O=C(CCn1c(=O)oc2ccccc21)Nc1cccc(F)c1	-3.1
NS(=O)(=O)c1cc(F)cc(NC(=O)c2ccc(C(F)(F)F)cc2)c1	0.5
CSCCC(C(=O)OCn1nnc2ccccc2c1=O)N1C(=O)c2ccccc2C1=O (stereo not given)	9.2
Cc1ccc(CN2CCCC(CNC(=O)C3(c4ccc(Cl)cc4)CC3)C2)o1 (stereo not given)	-2.5
CC(c1ccccc1)N1CCC(Nc2cc(Cl)nc(N)n2)C1 (stereo not given)	-9.2
CN(C)c1ccc(C#N)c(NS(=O)(=O)c2ccc(C#N)cc2F)c1	-13.2&-3.9
O=C(Nc1nccs1)C1CC2CCC1C2 (stereo not given)	0.2

(continued)
Compound	mcGAS RapidFire
CCN1C(=O)NC(c2cc(Br)c(O)c(OC)c2)C(C(=O)OCCOC)=C1C (stereo not given)	-10.6
C[C@@]1(O)CCN(C(=O)CN2C(=O)CNC2=O)C[C@@H]1Cc1ccccc1	-4.8
O=C1CN(S(=O)(=O)CCOc2ccccc2)CC(=O)N1CCc1ccccc1	-6.4
CCC(CC)CS(=O)(=O)NC(=O)c1cccn1C	-0.6
COc1ccc(S(=O)(=O)NC(C)c2ccc(C(F)(F)F)cc2)cc1OC (stereo not given)	-2.0
Cn1cnc2c1c(=O)n(CCCOC(=O)C1CCCCC1)c(=O)n2C	-16.8
COc1cccc(CC2(CO)CCCN(CC#Cc3ccccc3)C2)c1 (stereo not given)	-10.7
Cc1cccc(C(C)(C)CNC(=O)N2CCCC(N3CCCC3)C2)c1 (stereo not given)	-9.4
CCOC(=O)C1(CCCc2ccccc2)CCN(C(=O)c2cc(C)nn2CC)CC1	-6.6
O=C(Cn1cccn1)N1CCCC(N2CCN(Cc3ccc4c(c3)OCO4)CC2)C1 (stereo not given)	-10.7&-5.0
CC(c1nc(-c2ccc(Cl)cc2)no1)S(=O)(=O)CCO (stereo not given)	-7.9
O=[N+]([O-])c1ccc2[nH]c(O)c(N=Nc3ccc(F)c(Cl)c3)c2c1	-4.2
Cc1cccc(N2CCN(C(=O)c3cccnc3)CC2)c1C	-8.0
Cc1ccccc1CC1(CO)CCCN(C(=O)CN2CCOc3ccccc3C2)C1 (stereo not given)	-9.0
Cc1ccccc1N1CCN(C2CCCN(C(=O)CSc3ccccn3)C2)CC1 (stereo not given)	-1.8
COCCn1c(SCc2ccccc2Cl)nc2c1c(=O)[nH]c(=O)n2C	-4.5
CCOC(=O)Oc1c(OC)cc(C(=O)O[C@@H]2C[C@@H]3CN4CCc5c([nH]c6cc(OC)ccc56)[C@H]4C[C@@H]3[C@H](C(=O)OC)[C@H]2OC)cc1OC	-2.0
Cc1cc(Br)oc1C(=O)NCc1ccon1	-8.7
CCOC(=O)c1nn(-c2ccccc2Cl)c(=O)cc1OS(=O)(=O)c1cc(C)c(OC)cc1C	3.3
NC(=O)c1cc(S(=O)(=O)NC2CCCC2)cs1	-2.7
O=C(CCc1cn[nH]c1)N1CCOC(Cc2cccc(C(F)(F)F)c2)C1 (stereo not given)	-4.1
CC(=O)Nc1ccc(C2=NC(O)C(N)=[N+]([O-])N2)cc1 (stereo not given)	-3.4
CC(C)=CC(=O)N(Cc1ccccn1)C(C)C	-5.0
CN1CCNC(=O)C1CC(=O)NCCc1nccc(-c2ccccc2)n1 (stereo not given)	13.5
CCOC(=O)C1C(=O)CSC1=Nc1cccc(C(F)(F)F)c1 (stereo not given)	-3.0
CCC(c1ccncc1)N(C)C(=O)NC(C)c1cc(C)ccc1OC (stereo not given)	-7.7
Cc1oc2nc3c(c(=O)n(Cc4ccc(Cl)cc4Cl)c(=O)n3C)n2c1C	2.9
COCCN(CCOC)C(=O)/C=C/c1cn(S(=O)(=O)c2ccc(Cl)s2)c2ccccc12	7.8
CC/C=C/CC(=O)N(Cc1ccccn1)CC1CCCO1 (stereo not given)	-10.8
CCc1ocnc1C(=O)N1C[C@H]2CC=CC[C@H]2C1	-13.0

The list continues:
molecule | mcGAS RapidFire
COc1ccc(NC(=O)c2ccc(=O)n(C)c2)cc1Br | -6.8
CCOC(=O)c1c(OC(C)=O)c(Cc2ccccc2)c(=NC(C)=O)n(Cc2ccccc2)c1C | -3.4
CN1CCCCC1COC(=O)c1sccc1SC(F)F (stereo not given) | -5.4
CCN(Cc1ccnc2ccccc12)CC1CCCO1 (stereo not given) | 5.8
CNC(=O)Cc1nc(CN2CCC(C)CCC2C(C)C)cs1 (stereo not given) | -44.5
COC(=O)c1ccc(COn2c(=O)c(-c3cccc(Cl)c3)[n+]([O-])c3ccccc32)cc1 | -2.2
NC(=S)c1ccc(O)cc1 | 0.6
CN(C)S(=O)(=O)c1cccc(C(=O)Nc2ccccc2C(C)(C)C)c1 | 0.5
COCC(C)NC(=S)Nc1cc(OC)c(OC)cc1C (stereo not given) | -1.9
CC(Oc1cccc(C(C)C)c1)C(=O)NCc1ccnc(N2CCN(C)CC2)c1 (stereo not given) | -8.4

Structures from the list above containing a furan ring, fused or not (five):
molecule | mcGAS RapidFire
Cc1cn2c3c(=O)n(CCN4CCCCC4)c(=O)n(C)c3nc2n1Cc1ccco1 | -1.1
Cc1sc2c(c1C)CN(CC1CCCO1)CN2C(=O)c1ccco1 (stereo not given) | 3.0
O=C(Nc1ccc(SCc2cccnc2)nn1)c1ccco1 | 0.3
Cc1ccc(CN2CCCC(CNC(=O)C3(c4ccc(Cl)cc4)CC3)C2)o1 (stereo not given) | -2.5
Cc1cc(Br)oc1C(=O)NCc1ccon1 | -8.7

Next part
molecule | mcGAS RapidFire
CN1CCN(c2ccc(Br)cc2NC(=O)c2ccco2)CC1 | -9.2
COc1ccc(C(C)=O)cc1CN1C(=O)C2(CCC2)ON=C1c1cccc(Cl)c1 | -7.8
O=C(/C=C/NCc1ccccc1)C(F)(F)F | -1.9
CS(=O)(=O)c1ccc(Cc2n[nH]c(Cc3ccccc3)n2)cc1 | -15.0
CCc1cccc(NC(=O)N2CCCC(C(=O)N3CCOCC3)C2)c1 (stereo not given) | -18.7
Cc1cnc(C(=O)NCC2(c3ccc4c(c3)OCO4)CCCCC2)cn1 | -14.6
CC(C)C1CN(C(=O)C2CN(C)CCO2)c2ccccc2N1 (stereo not given) | -8.6
CCCOC(=O)c1[nH]c2c(c1C)C(=O)CC(C)(C)C2 | -7.6
CN(C)S(=O)(=O)Nc1ccccc1-n1cc(Br)cn1 | -5.9
CN(Cc1noc(C2CCCC2)n1)C(=O)c1ccc(C#CC(C)(C)O)o1 | -7.7
CCNC(=S)NN1CCN(C)CC1 | 2.7
Cc1nc2scc(C)n2c1C=C1C(=O)N(C)C(=O)N(C)C1=O | -4.9
CCCCNC(=O)Nc1ccnn1CCCC | -39.8
Cc1cc(C(=O)N2CCCN(C)c3ccc(Cl)cc32)no1 | -2.3
N#C/C(=C\c1cc2ccccc2nc1N1CCCCC1)c1nn(CCO)c(N)c1C#N | 6.8
CC(C)c1cc(-c2nn3c(C(C)(C)C)nnc3s2)n[nH]1 | 75.4*
CN(CC(=O)Nc1ccc2c(c1)CCC2)Cc1cccc(Cl)c1Cl | -0.1
Cc1cc(N)n(CCC#N)n1 | -2.5
CCC(C)Nc1nnc(SCC(=O)c2c(N)n(C3CC3)c(=O)[nH]c2=O)s1 (stereo not given) | -8.1
Cc1ccn2c(=O)c(NC(=O)c3ccco3)c(C)nc2c1 | -18.9
Cc1ccccc1C(C)CC(=O)N(CCN(C)C)CCN(C)C (stereo not given) | -8.4
COc1cc(C(C#N)NC(=O)CC2=CCCCC2)cc(OC)c1OC (stereo not given) | -4.0
Cc1ncc(CN(C)Cc2cn3ccccc3n2)s1 | -2.9
CC(=O)N(C)c1ccc(NC(=O)c2cc(F)ccc2-c2ccccc2)cc1 | -4.6
O=C(Nc1nnc(C2CC2)s1)C(Oc1ccccc1)c1ccccc1 (stereo not given) | -2.6
O=C1c2ccccc2C(=O)C1c1ccc(Cl)cc1 | -8.3
Cc1cc(O)c(CN2CCC(C(=O)N3CCOCC3)CC2)cc1C | -12.4
O=C(c1cccc2[nH]c(-c3cccs3)nc12)N1CC[C@@H](O)C1 | 0.2
O=C(NCc1ccc(C(=O)N2CCCCC2)cc1)NC1CCc2ccccc21 (stereo not given) | 0.7
O=C(C=Cc1ccc(F)cc1)NCc1ccco1 | -3.3
CCn1c2ccccc2c2cc(CN3CCCC(CCC(=O)N4CCOCC4)C3)ccc21 (stereo not given) | -9.6
COc1cc(C2NC(=S)NC(C)=C2C(N)=O)ccc1O (stereo not given) | -0.6
O=C(CCc1cc(Cl)no1)N1CCC2(CCNCC2)CC1 | -6.4
C=CCN(Cc1ccccc1OC)C(=O)c1ccc2[nH]c(=O)[nH]c2c1 | -6.8

Screens as filed in PubChem.
